Bioassay records: PubChem BioAssay, Sanford-Burnham Center for Chemical Genomics
hIAP act = human IAP activation; P09923; purified human IAP, CDP-Star luminescence, 30 min; hits give high values; 1 = vehicle-only enzyme, 0 = enzyme-free background; activation factor at 10 µM; 330,000 compounds, 0.16% hits; AID 2524;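 active = activation factor of the enzyme at least 2-fold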; also: the source names both 10 and 20 µM as test concentration; values of inactives mirror those of a sister screen read the other way
APOBEC3G inh = inhibitors of human APOBEC3G DNA deaminase. 330,000 compounds, 0.28% hits. inhibition, % at 20 µM. recombinant A3G, ssDNA deamination FAM/TAMRA fluorescence;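 active = inhibition of at least 40% at 20 µM, with no more than 30% in the related APOBEC3A deaminase screen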;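 also: plate controls were DMSO wells with A3G for no effect and wells lacking A3G enzyme for full effect; some compounds called inactive have numbers as strong as hits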
Target sequence (Q9HC16 whole entry, looked up): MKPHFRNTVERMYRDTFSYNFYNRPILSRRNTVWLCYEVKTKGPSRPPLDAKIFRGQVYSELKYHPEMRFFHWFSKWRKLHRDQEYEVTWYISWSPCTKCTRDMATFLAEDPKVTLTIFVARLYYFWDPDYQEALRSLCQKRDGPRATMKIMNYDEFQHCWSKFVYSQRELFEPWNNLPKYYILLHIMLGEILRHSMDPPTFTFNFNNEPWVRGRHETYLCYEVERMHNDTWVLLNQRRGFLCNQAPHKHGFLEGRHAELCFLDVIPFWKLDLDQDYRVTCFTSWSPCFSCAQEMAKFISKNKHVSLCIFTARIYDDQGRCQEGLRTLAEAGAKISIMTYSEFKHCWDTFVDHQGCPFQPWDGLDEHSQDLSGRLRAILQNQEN
mIAP act = increases mouse intestinal alkaline phosphatase activity. muIAP, CDP-Star luminescence, 30 min; hits give high values; 1 = vehicle-only enzyme signal, 0 = enzyme-free wells. activation factor at 10 µM. 330,000 compounds, 0.24% hits. AID 2805;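 active = activation factor of at least 2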; also: the source names both 10 and 20 µM as test concentration; values of inactives mirror those of a sister screen read the other way
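System: Mouse IAP enzyme | Also added: CDP-Star substrate | Dosing: Compounds dispensed in DMSO | Schedule: 30 min enzyme-substrate-compound incubation at room temperature | Technique: Chemiluminescence readout | Control set: DMSO-only wells and no-enzyme negative control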
APOBEC3A inh = blocks human APOBEC3A ssDNA deamination; P31941; recombinant A3A, FAM/TAMRA ssDNA deamination fluorescence; 330,000 compounds, 0.41% hits; inhibition, % at 20 µM;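 active = at least 40% inhibition at 20 µM here, with at most 30% in a related deaminase screen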;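 also: plate controls were A3A with DMSO for no effect and wells lacking A3A enzyme for full effect; some results filed as inactive read as strong as hits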
Target sequence (P31941 whole entry, looked up): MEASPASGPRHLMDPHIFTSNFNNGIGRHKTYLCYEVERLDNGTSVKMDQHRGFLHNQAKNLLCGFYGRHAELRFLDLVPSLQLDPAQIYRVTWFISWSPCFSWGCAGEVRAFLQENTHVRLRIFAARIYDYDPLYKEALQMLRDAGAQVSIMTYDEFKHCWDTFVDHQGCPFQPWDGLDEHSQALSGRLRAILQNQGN
mIAP block = blocks mouse intestinal alkaline phosphatase | 330,000 compounds, 0.2% hits | AID 2806 | purified mouse IAP, CDP-Star luminescence, 30 min | inhibition, % at 10 µM;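 active = inhibition of at least 40% at 10 µM in the primary screen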;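 also: plate controls were DMSO with enzyme for no effect and no enzyme wells for full effect; values of inactives mirror those of a sister screen read the other way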
MPTP block = permeability transition pore inhibition | 360,000 compounds, 1.4% hits | isolated mouse mitochondria, Ca2+ swelling absorbance, 30 min | inhibition, % at 10 µM;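 active = inhibition of 50% or more, scaled per plate between neutral and stimulator controls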;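 also: 0% = DMSO wells given calcium and 100% = 1 mM EGTA wells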
MIN6 prolif = induces beta-cell replication in MIN6 cells | proliferation, % at 10 µM | AID 2380 | MIN6 cells proliferation, ATPlite luminescence, 48 h; cells starved in 0.2% serum; 100% = growth in 10% serum | 330,000 compounds, 0.29% hits;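 active = compounds whose signal lies at least 3.5 SD above the mean of all wells on their plate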;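 also: 0% = DMSO-treated cells in low-serum medium and 100% = 10% serum control; some compounds called inactive have numbers as strong as hits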
NR3A LBD binder = NR3A (human) ligand-binding domain modulation | NR3A LBD differential scanning fluorimetry, Tm shift; 0% = protein alone, 100% = glycine-bound protein | Tm shift relative to glycine control, % at 25 µM | 340,000 compounds, 2.5% hits;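 active = melting temperature shift of at least 10% of the positive control shift, at one fixed dose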
hIAP inh = human IAP inhibition; 330,000 compounds, 0.12% hits; P09923; inhibition, % at 10 µM; purified IAP, CDP-Star luminescence, 30 min;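 active = inhibition reaching a set limit with compound at 10 µM in the primary screen, cut at about 35% in these data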;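 also: plate controls were DMSO wells with enzyme for no effect and no-enzyme buffer wells for full effect; values of inactives mirror those of a sister screen read the other way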
* hit, by the source's call; . = no result given.

Values run as follows: hIAP act	APOBEC3G inh	mIAP act	APOBEC3A inh	mIAP block	MPTP block	MIN6 prolif	NR3A LBD binder	hIAP inh
CC1=NN(C(N)=S)C(=O)C1N=Nc1ccccc1 (stereo unspecified)
→ 1.02	-2.0	0.998	-1.1	0.2	-0.1	1.5	-13.2	-2.0
CCOC(=O)N1CCN(Cc2nc(-c3ccccc3)no2)CC1
→ 1.08	-2.5	1.09	-1.4	-9.5	-0.1	-0.5	-12.1	-7.7
O=C(NCCCn1ccnc1)c1cc(-c2ccncc2)nc2ccccc12
→ 0.888	-11.4	0.968	-0.9	3.2	1.2	1.7	-1.2	11.2
CCOc1ccccc1CNC(=O)C1CCN(C(=O)c2sccc2-n2cccc2)CC1
→ 0.958	-7.1	1.03	-4.1	-2.9	0.8	1.1	0.9	4.2
O=C(Nc1ccccc1)c1cc2n(n1)C(C(F)(F)F)CC(C1CC1)N2 (stereo unspecified)
→ 1.02	-1.6	0.956	4.0	4.4	0.1	-1.5	-1.4	-1.6
Cc1ccc(S(=O)(=O)N2CC(O)CC2C(=O)OCC(=O)c2ccccc2Cl)cc1C (stereo unspecified)
→ 0.857	-4.9	0.931	-3.1	6.9	10.7	-1.4	24.5*	14.3
CCCc1[nH]nc2c1C(c1ccsc1)C(C#N)=C(N)O2 (stereo unspecified)
→ 0.91	-1.8	1.03	0.7	-2.8	1.9	-2.0	-1.3	8.9
Cc1ccc(CNC(=O)c2cc3c(C)nc4ccccc4c3o2)cc1
→ 0.942	1.0	1.01	1.5	-0.7	45.8	-6.8	-11.8	5.8
CCOC(=O)c1ccc(NC(=O)c2ccc(CO)c(C(=O)NC3CCN(C(=O)OCC)CC3)c2)cc1
→ 0.895	-5.9	0.966	-1.5	3.4	1.3	-2.4	-5.0	10.5
CCOC(=O)CSc1nc2ccccc2c(=O)n1-c1ccc(C)cn1
→ 0.968	-7.8	1.01	-3.8	-0.6	-0.5	0.0	-2.3	3.2
CC(Nc1nc(-c2ccc(F)cc2)cs1)c1nc2cc(Cl)c(Cl)cc2n1CCCO (stereo unspecified)
→ 1.07	-0.5	0.928	0.1	7.2	1.3	-8.7	8.7	-7.1
O=S(=O)(NCCSc1ccccn1)c1ccc(Cl)cc1
→ 0.971	-5.9	1.07	-1.5	-7.3	-2.1	0.0	2.8	2.9
COc1ccc(CNC(=O)C2CCN(C(=O)c3csc(Nc4ccc(C)cc4)n3)CC2)cc1
→ 1.01	-9.8	1.25	-4.1	-25.0	0.6	-4.0	-2.0	-1.2
O=C(Nc1nc(-c2ccc(F)cc2)cs1)c1cccnc1
→ 0.914	-6.2	0.975	-5.6	2.5	-0.2	-0.9	-0.6	8.6
O=C(CSc1nnc(-c2ccc(Br)cc2)o1)N1CCN(C(=O)c2ccco2)CC1
→ 1.01	-6.9	1.07	-3.0	-7.0	-0.8	-0.6	-7.1	-1.2
COC(=O)c1cc2c(N)c(C(=O)c3ccccc3)sc2nc1C(OC)OC
→ 1.15	-8.3	0.758	-3.5	24.2	2.5	2.2	-1.0	-14.6
COc1cc2c(cc1OC)CN(Cc1cc(OC)c(O)c(OC)c1)CC2
→ 1.08	-0.4	1.02	3.9	-1.9	0.2	1.5	-2.2	-8.2
Cc1cc(N2CCN(C(c3ccccc3)c3ccc(Cl)cc3)CC2)n2ncnc2n1 (stereo unspecified)
→ 0.983	-4.3	1.09	1.4	-9.3	-3.6	-4.6	-2.1	1.7
COc1ccc(CCNC(=O)CN2C(=O)C3(OCCCO3)c3ccccc32)cc1OC
→ 1.11	-2.9	1	2.9	-0.2	-1.2	4.6	0.0	-10.9
CCCCN(C)CCNC(=O)c1ccc2c(c1)NC(=O)C(N1CCCCC1)S2 (stereo unspecified)
→ 1.19	-2.6	0.971	-1.2	2.9	35.9	-3.2	0.5	-18.5
C#CC[N+](CC)(CC)CC#Cc1ccccc1
→ 0.932	-5.6	1.05	-0.2	-4.9	1.4	3.8	-0.6	6.8
CCCCCCCNC(=O)C1CC(=O)N(C)C(=Nc2ccc(OC)cc2)S1 (stereo unspecified)
→ 1.04	-6.8	1.09	-0.6	-9.2	1.1	-3.8	-6.2	-3.9
COc1ccc(NC(=O)C2CCCO2)c(OC)c1 (stereo unspecified)
→ 1.11	2.4	0.996	-4.3	0.4	-0.9	-2.3	0.0	-11.0
O=C(COc1ccc2ccccc2c1)NCC(=O)N/N=C/c1ccco1
→ 1.09	-3.2	0.959	2.8	4.1	-1.2	-0.9	-0.8	-9.5
COc1ccc(Cc2nc3ccc(C(=O)N(C)CC4COCCO4)cc3o2)cc1 (stereo unspecified)
→ 1.08	0.3	0.977	1.9	2.3	1.0	1.8	0.1	-8.4
Clc1cccc(N/N=C(\Cc2nc3ccccc3[nH]2)c2ccccc2)c1
→ 0.971	-1.2	0.965	-0.6	3.5	72.3*	0.0	30.6*	2.9
CCCCOCC1CN(c2ccccc2)C(=O)CS1 (stereo unspecified)
→ 0.856	1.3	0.894	2.5	10.6	0.0	-1.1	0.0	14.4
CCOc1ccccc1N1CCN(S(=O)(=O)c2ccc(Cl)s2)CC1
→ 0.834	-1.0	1.02	-2.8	-2.0	1.5	-1.4	0.6	16.6
COc1ccc(NC(=O)C2CC(=O)N(C(C)C)C2)cc1 (stereo unspecified)
→ 1.13	-2.5	0.955	3.7	4.5	-0.7	-2.9	-0.2	-13.4
COc1cc(/C=N/Nc2nncc3ccccc23)cc(OC)c1OC
→ 0.942	-8.6	1.04	-1.9	-3.7	0.6	-3.4	2.0	5.8

Another view of two compounds above:
COc1ccc(CNC(=O)C2CCN(C(=O)c3csc(Nc4ccc(C)cc4)n3)CC2)cc1
  hIAP act = 1.01	APOBEC3G inh = -9.8	mIAP act = 1.25	APOBEC3A inh = -4.1	mIAP block = -25.0	MPTP block = 0.6	MIN6 prolif = -4.0	NR3A LBD binder = -2.0	hIAP inh = -1.2

O=C(Nc1nc(-c2ccc(F)cc2)cs1)c1cccnc1
  hIAP act = 0.914	APOBEC3G inh = -6.2	mIAP act = 0.975	APOBEC3A inh = -5.6	mIAP block = 2.5	MPTP block = -0.2	MIN6 prolif = -0.9	NR3A LBD binder = -0.6	hIAP inh = 8.6

Going on with the list:
Values run as follows: hIAP act	APOBEC3G inh	mIAP act	APOBEC3A inh	mIAP block	MPTP block	MIN6 prolif	NR3A LBD binder	hIAP inh
CC(C)(C)C(=O)NC1=NN(c2c(Cl)cc(Cl)cc2Cl)C(=O)C1
→ 1.01	-3.5	1.14	4.2	-13.7	-1.2	3.0	0.3	-1.0
O=C(COc1ncnc2ccccc12)NC1CCCC1
→ 1.06	-1.8	1.03	1.0	-2.6	-0.1	-2.2	-1.2	-6.0
CC(=O)Oc1ccc(N2C(=O)C3C(C2=O)C2(C)C=CC3(C)O2)cc1 (stereo unspecified)
→ 1.2	46.7*	1	0.4	-0.2	.	-4.7	.	-20.2
CC(C)Oc1ccc(/C=N/NC(=O)c2nnn(-c3nonc3N)c2CN(C)C2CCCCC2)cc1
→ 1.1	-8.3	0.917	-4.0	8.3	0.8	-4.4	2.0	-9.7
Clc1ccccc1Cn1nc(-c2ccccc2)nc1-c1ccccc1
→ 0.989	-5.0	0.949	-1.7	5.1	1.0	0.0	-0.1	1.1
O=C(NCCc1ccc(Cl)cc1)C1CCCN1C(=O)Nc1ccc(F)cc1 (stereo unspecified)
→ 0.91	-7.8	1.01	-1.4	-0.7	0.9	1.5	-3.0	9.0
O=C(NCCC1=CCCCC1)C(=O)NCc1ccccc1Cl
→ 0.879	2.6	1.04	5.3	-3.8	-0.6	-3.0	1.3	12.1
CCCN(CC(=O)Nc1ccccc1C)C(=O)CCCNC(=O)c1ccc(Cl)cc1
→ 1.08	-2.8	0.992	-2.8	0.8	-1.1	1.1	0.4	-8.0
CN(C)S(=O)(=O)NC(=O)C1=C(N2CCCC2)COC1=O
→ 1.02	-2.6	1.05	-0.6	-5.3	-0.4	-5.5	0.6	-2.0
CNS(=O)(=O)c1cc(N)ccc1C
→ 0.981	-1.5	1.01	2.4	-1.2	-0.4	-4.6	1.9	1.9
Cc1cccc(NC(=O)CN(CC2CCCO2)C(=O)c2oc3ccccc3c2C)c1C (stereo unspecified)
→ 1.06	7.2	1.09	-0.5	-9.0	-0.3	-1.9	-3.0	-6.0
O=C(CSc1nnc(-c2ccc(Br)o2)n1Cc1ccccc1)c1ccccc1F
→ 1.1	-2.8	0.909	-1.7	9.1	0.9	-2.5	-6.1	-10.3
CSc1ccccc1NC(=O)Nc1cccc(Cl)c1C
→ 1.17	-11.2	1.1	-1.4	-9.7	-2.7	-1.2	-2.1	-17.1
Cc1cc(C(=O)NNC(=O)c2cccc([N+](=O)[O-])c2)n[nH]1
→ 1.31	-1.6	0.756	-2.4	24.4	-0.7	1.2	-0.3	-31.2
COc1ccc(/C=N\NC(=O)c2ccccc2Br)cc1COc1ccc(F)cc1
→ 0.922	1.2	0.919	-1.7	8.1	-2.2	-1.8	-7.5	7.8
Cc1nc(C(=O)NCCC(C)C)sc1C1(C)CC(c2cccc([N+](=O)[O-])c2)=NO1 (stereo unspecified)
→ 0.985	-0.4	0.978	2.2	2.2	1.2	-6.2	-31.3	1.5
CCCCC(=O)Nc1ccnc(-c2cccnc2)n1
→ 1.1	-7.3	1.07	2.6	-7.2	2.7	-2.1	0.8	-10.0
Cc1ccc(NC(=O)c2ccc(CSc3nnc(-c4ccncc4)n3C)cc2)cc1
→ 1.05	-0.9	0.98	0.1	2.0	-0.2	-3.3	1.3	-4.8
O=C(NCCc1nnc2ccc(NCCCN3CCOCC3)nn12)c1ccccc1F
→ 1.15	-7.9	1.02	-4.4	-2.1	-0.8	-0.8	-1.2	-15.0
CCOC(=O)CSc1nnc(-c2ccco2)n1-c1ccccc1
→ 0.883	-5.9	1.01	-1.4	-1.5	0.3	-2.3	0.8	11.7
COc1cccc(-n2c(Cc3cc(=O)[nH]c(=O)[nH]3)nnc2SCC(=O)NC2CCCCC2)c1
→ 0.84	-6.0	1.06	-3.3	-6.4	-0.4	-3.2	-1.4	16.0
COc1ccc(C2c3c(nc[nH]c3=O)Oc3nc[nH]c(=O)c32)cc1
→ 0.964	-5.3	0.953	0.7	4.7	2.9	0.4	.	3.6
COc1ccc2c(COC(=O)CC3Sc4ccccc4NC3=O)cc(=O)oc2c1 (stereo unspecified)
→ 0.971	0.2	0.931	8.8	6.9	1.3	-1.4	-6.4	2.9
